Hck-Nef inh – inhibitors of human Hck kinase activated by Nef. Recombinant Hck-YEEI plus Nef, Z-Lyte FRET kinase assay. inhibition, % at 20 µM. 220,000 compounds, 0.68% hits. AID 463187;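 active = Hck-Nef kinase inhibition above about 50%, limit read from the data; inactive = inhibition below that limit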;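 note: 0% = DMSO with Hck plus Nef and 100% = Hck alone without Nef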
Target sequence (P08631 whole entry, looked up): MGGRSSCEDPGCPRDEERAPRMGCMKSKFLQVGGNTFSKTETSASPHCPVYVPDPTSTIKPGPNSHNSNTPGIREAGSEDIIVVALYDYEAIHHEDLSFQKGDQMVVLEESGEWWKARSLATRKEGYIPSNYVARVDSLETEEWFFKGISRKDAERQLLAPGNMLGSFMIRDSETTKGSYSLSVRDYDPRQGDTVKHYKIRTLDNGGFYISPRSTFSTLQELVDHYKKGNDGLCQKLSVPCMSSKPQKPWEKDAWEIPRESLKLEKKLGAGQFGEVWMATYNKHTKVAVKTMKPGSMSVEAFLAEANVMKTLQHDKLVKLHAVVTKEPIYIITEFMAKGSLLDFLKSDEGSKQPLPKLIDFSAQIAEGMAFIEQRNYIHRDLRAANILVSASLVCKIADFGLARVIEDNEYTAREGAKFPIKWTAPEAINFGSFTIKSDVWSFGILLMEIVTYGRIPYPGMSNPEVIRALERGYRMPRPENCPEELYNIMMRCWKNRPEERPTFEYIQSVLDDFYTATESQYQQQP
Runt-SMMHC FRET – Runt domain-CBFb-SMMHC interaction inhibition; inhibition, % at 20 µM; AID 1434; 220,000 compounds, 0.74% hits; Q01196+Q13951; Cerulean-Runt/Venus-CBFb-SMMHC FRET ratio 530/480, 1 h;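 active = mean inhibition across duplicate retests at 20 µM reaching about 50%, limit read from the data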;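 note: 0% = DMSO wells and 100% = wells with excess untagged CBFb-SMMHC; inhibitors lower the FRET ratio by blocking Runt binding to CBFb-SMMHC; some results filed as inactive read as strong as hits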
EP2 mod – modulators of human EP2 prostaglandin E2 receptor | induction, % at 25 µM | P43116 | EP2-expressing cells, cAMP HTRF FRET, PGE2 co-stimulation | 260,000 compounds, 0.83% hits;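 active = compounds whose cAMP rise, as percent of the full-agonist control response, exceeds 60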;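 note: rat C6 glioma line stably carrying human EP2 under a CMV promoter; the protocol text gives 20 µM as final concentration; 100% = response of wells given 1 µM PGE2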
Target sequence (P43116 whole entry, looked up): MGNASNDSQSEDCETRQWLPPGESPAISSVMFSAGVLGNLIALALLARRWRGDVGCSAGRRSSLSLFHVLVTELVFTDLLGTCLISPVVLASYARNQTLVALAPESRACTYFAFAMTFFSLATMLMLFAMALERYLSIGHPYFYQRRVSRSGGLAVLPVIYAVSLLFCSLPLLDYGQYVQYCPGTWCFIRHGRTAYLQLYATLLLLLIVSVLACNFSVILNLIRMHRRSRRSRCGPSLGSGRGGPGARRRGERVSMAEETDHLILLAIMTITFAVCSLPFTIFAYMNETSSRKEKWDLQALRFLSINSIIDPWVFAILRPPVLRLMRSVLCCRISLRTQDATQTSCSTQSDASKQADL
TNF death inh – blocks TNF-alpha induced death of Jurkat FADD-/- cells; Jurkat FADD-/- TNF necroptosis rescue, ATP luminescence, 24 h; 0 = TNF only, 100 = no-TNF cells; activation (protection from cell death), % at 10 µM; AID 463075; 220,000 compounds, 0.068% hits;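 active = activation, meaning protection from cell death, of at least 50% relative to plate controls; inactive = activation below 50%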;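 note: necroptosis triggered by 40 ng/mL TNF-alpha added together with compound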
PERK inhibitor – inhibitors of human PERK kinase; Q9NZJ5; CHO PERK-DD fusion, SEAP luminescence translation reporter; inhibition, % at 5.6 µM; 220,000 compounds, 0.17% hits;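 active = inhibition above the mean inhibition of all tested compounds plus 3 SD, set separately per screening campaign, cut at about 2.9% in these data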;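 note: PERK kinase domain activated by AP20187 dimerizer at 100 nM; 0% = DMSO with dimerizer and 100% = rapamycin at 8.4 µM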
Runt-CBFb FRET – Runt domain-CBFb interaction inhibition. Cerulean-Runt/Venus-CBFb FRET ratio 530/480, 1 h. inhibition, % at 20 µM. 220,000 compounds, 0.46% hits;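 active = inhibition over about 50% at 20 µM in the single-dose screen, limit read from the data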;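 note: 0% = DMSO wells and 100% = excess unlabeled CBFb competitor control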
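Measured by: fluorescence energy transfer, 422 nm excitation, 530/480 nm emission; Assay system: Cerulean-Runt domain; Medium: Tris pH 7.5 buffer with BSA; Measure: loss of energy transfer signal; Controls: 5 µM unlabeled CBFb as full-inhibition high control; Incubation: protein complex preformed 1 h, compound exposure 1 h, room temperature, dark.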
zVAD death inh – L929 zVAD cell death inhibition. L929 zVAD necroptosis rescue, ATP luminescence, 24 h; with zVAD 60 µM. viability rescue, % at 10 µM. 220,000 compounds, 0.38% hits. AID 1377;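 active = activation, scaled between plate controls, above about 75%, limit read from the data; inactive = activation under that limit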;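 note: 0% = zVAD with DMSO and 100% = DMSO alone without zVAD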
PGE2 EP2 inh – EP2 receptor (human) inhibition; P43116; C6 glioma cells expressing human EP2, cAMP TR-FRET; cells stimulated with saturating PGE2; inhibition, % at 25 µM; 260,000 compounds, 0.52% hits; AID 1422;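 active = percent inhibition above 40 after rounding to a whole number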;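 note: rat C6 glioma host cells with rolipram phosphodiesterase inhibitor present; the protocol text gives 20 µM as final concentration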
RBBP9 inhibitor – human RBBP9 hydrolase inhibition. inhibition, % at 7.94 µM. recombinant RBBP9, FP-Rh probe fluorescence polarization. 220,000 compounds, 0.2% hits. O75884;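 active = inhibition above the campaign mean of all tested compounds plus 3 SD, cut at about 14% in these data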;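 note: plate controls were DMSO wells with RBBP9 for no effect and wells lacking RBBP9 protein for full effect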
Target sequence (O75884 whole entry, looked up): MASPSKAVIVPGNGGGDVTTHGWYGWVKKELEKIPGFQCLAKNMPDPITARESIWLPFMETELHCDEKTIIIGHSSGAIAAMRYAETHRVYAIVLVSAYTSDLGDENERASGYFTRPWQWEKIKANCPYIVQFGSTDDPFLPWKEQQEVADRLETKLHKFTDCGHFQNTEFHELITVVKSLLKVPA
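Material: RBBP9 protein. Amount: RBBP9 at 2.5 µM in dispensed solution, before mixing. Schedule: 30 min then 45 min, 25 °C. Medium: Tris buffer pH 8.0, NaCl, Pluronic. Measured by: fluorescence polarization. Measure: percent inhibition from mP, scaled between DMSO and no-protein wells. Replication: one well per compound.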
Numbers without * were called inactive; / = no result given; & = joins results of further samples; ! = not confirmed by another sample. Not all compounds are listed; rates above refer to the full screens.

#	Structure	Hck-Nef inh	Runt-SMMHC FRET	EP2 mod	TNF death inh	PERK inhibitor
1	CCn1c(COc2ccccc2C)nnc1SCC(=O)OC	-2.1	3.8	11.8	1.7	1.1
2	Cc1sc2nc(C(C)Nc3ccccc3N3CCOCC3)[nH]c(=O)c2c1C (stereo unspecified)	-1.6	7.9	14.5	-1.4	-1.4
3	CCOC(=O)c1cc2occc2n1Cc1ccc(F)cc1	0.6	2.2	85.4*!	5.4	0.2
4	CCOCC(=O)Nc1ncc(S(=O)(=O)c2ccc([N+](=O)[O-])cc2)s1	42.3	-1.5	-14.5	1.7	2.0
5	COc1ccc(CCNS(=O)(=O)c2cnc(Cl)c(Br)c2)cc1OC	0.2	0.1	-9.1	-0.2	-0.7
6	Cc1ccc(OCC(=O)NCC(=O)n2nc(C)cc2C)cc1	-0.2	-0.5	-8.6	-0.3	1.0
7	COc1cc(/C=N/n2c(-c3cc(C)[nH]n3)n[nH]c2=S)cc(OC)c1O	-12.9	31.6	5.1	0.3	0.0
8	O=C(NC1CCS(=O)(=O)C1)C1CCCN(S(=O)(=O)c2ccc(Cl)cc2)C1 (stereo unspecified)	0.8	3.0	-3.7	1.4	-0.3
9	O=C(Nc1ccc(Cl)cc1)Nc1nnc(CSCc2ccccc2)s1	2.2	4.4	5.3	2.1	0.6
10	CC(=O)NC(CCS(C)(=O)=O)C(=O)N1CCc2ccccc21 (stereo unspecified)	-8.3	0.1	10.2	-0.3	0.5

#	Runt-CBFb FRET	zVAD death inh	PGE2 EP2 inh	RBBP9 inhibitor
1	0.2	0.3	4.0	0.9
2	7.7	0.3	9.9	-1.7
3	0.7	-0.1	13.4&12.8	-2.4
4	-1.5	2.2	7.5	-1.5
5	-0.4	-0.8	2.5	-9.5
6	1.1	0.1	/	2.1
7	28.3	0.5	5.6	-18.1
8	1.4	-0.1	7.2	-7.5
9	1.8	8.8	2.1	-6.1
10	0.1	0.9	9.7	-1.5

Compound profiles, as listed above:
O=C(NC1CCS(=O)(=O)C1)C1CCCN(S(=O)(=O)c2ccc(Cl)cc2)C1 (stereo unspecified) is entered as Hck-Nef inh = 0.8; Runt-SMMHC FRET = 3.0; EP2 mod = -3.7; TNF death inh = 1.4; PERK inhibitor = -0.3; Runt-CBFb FRET = 1.4; zVAD death inh = -0.1; PGE2 EP2 inh = 7.2; RBBP9 inhibitor = -7.5
Cc1ccc(OCC(=O)NCC(=O)n2nc(C)cc2C)cc1 is entered as Hck-Nef inh = -0.2; Runt-SMMHC FRET = -0.5; EP2 mod = -8.6; TNF death inh = -0.3; PERK inhibitor = 1.0; Runt-CBFb FRET = 1.1; zVAD death inh = 0.1; PGE2 EP2 inh = /; RBBP9 inhibitor = 2.1

(cont.)
#	Structure	Hck-Nef inh	Runt-SMMHC FRET	EP2 mod	TNF death inh	PERK inhibitor
11	CC(Sc1ccccc1)C(=O)Nc1ccc(S(=O)(=O)N2CCOCC2)cc1 (stereo unspecified)	0.6	-0.9	-8.3	2.2	0.3
12	CC(C)n1cc(/C=N/NC(=O)COc2cccc3cccnc23)c2ccccc21	74.2*	-14.4	-1.4	-4.1	0.1
13	Cc1ccc[n+](C(C)C(=O)Nc2ccc(C)c([N+](=O)[O-])c2)c1 (stereo unspecified)	-0.7	1.2	-11.9	-0.7	-0.3
14	COc1ccc(OC)c(-n2c(-c3ccn[nH]3)n[nH]c2=S)c1	10.1	-42.5	-6.8	0.4	0.1
15	c1ccc(-n2cnc3ccccc32)cc1	10.5	2.6	23.8&14.9	1.2	1.0
16	O=C(O)c1cccc(-n2cccc2/C=C2/NC(=O)N(Cc3ccccc3F)C2=O)c1	18.0	9.1	-1.1	1.4	0.2
17	COc1ccccc1NS(=O)(=O)c1cccc(NC(=O)Nc2ccc(Cl)cc2)c1	2.6	0.4	-65.8	-2.5	-0.3
18	CCCCNC(=O)/C=C/c1ccc(OC)c(Br)c1	2.3	-0.1	-17.1	-1.6	0.8
19	CCOc1ccccc1CN1CCN(Cc2cc3ccccc3[nH]2)CC1CCO (stereo unspecified)	8.5	-1.0	-45.3	1.1	0.8
20	CCN1C(=O)/C(=C\N2CCN(c3ccc(F)cc3)CC2)SC1=S	1.0	0.7	-21.1	2.7	1.3

#	Runt-CBFb FRET	zVAD death inh	PGE2 EP2 inh	RBBP9 inhibitor
11	0.1	0.9	13.0	-7.2
12	-4.7	8.0	11.5	-3.9
13	-2.4	-0.1	5.8	-8.3
14	8.9	0.5	9.0	-8.5
15	-0.2	74.9	10.2&9.4	-7.3
16	13.5	0.0	8.6	-7.2
17	0.3	5.0	8.9	-62.3
18	0.0	0.4	10.6	-10.3
19	-2.8	0.6	14.3	1.0
20	-1.0	1.0	6.5	-2.9

Going on with the list.
#	Structure	Hck-Nef inh	Runt-SMMHC FRET	EP2 mod	TNF death inh	PERK inhibitor
21	Cn1c(SCC(=O)Nc2nc3ccccc3s2)nnc1-c1ccccc1	1.2	1.6	8.4	4.5	0.6
22	O=S(=O)(c1ccc(S(=O)(=O)N(Cc2ccccc2)Cc2ccco2)cc1)N1CCCC1	3.0	/	-19.2	0.6	0.9
23	CCOC(=O)Cn1nc(C)c(NC(=O)COc2cccc(Cl)c2)c1C	8.3	1.6	-59.5	0.9	-0.1
24	Cc1ccc(S(=O)(=O)N2CCN(C(=O)CN3CCCCC3)C2C(C)C)cc1 (stereo unspecified)	-1.7	3.7	4.7	0.2	-1.4
25	CN(C)CCCNC(=O)/C(=C\C=C\c1ccccc1)NC(=O)c1ccc([N+](=O)[O-])cc1	15.0	3.4	-9.3	2.4	1.1
26	O=C(CCCc1ccccc1)Nc1nnc(C(F)(F)F)s1	0.5	-4.1	18.8	1.2	-0.7
27	C/C(=N\NC(=O)c1ccc(C)cc1C)c1ccc2c(c1)Nc1ccccc1S2	-0.5	-45.9	-75.0	-0.9	0.1
28	CCOC(=O)CSc1nn(-c2ccccc2)c(=S)s1	14.0	-5.4	0.6	1.3	0.1
29	Cc1ccc2nc3c(cc(C(=O)NCc4cccnc4)c(=N)n3C(C)C)c(=O)n2c1	/	38.6	-6.9	/	/
30	O=C(O)CNC(=S)N(Cc1ccccc1F)C1CCCCC1	20.1	-5.5	32.9	1.4	1.2

#	Runt-CBFb FRET	zVAD death inh	PGE2 EP2 inh	RBBP9 inhibitor
21	0.3	1.0	/	-0.3
22	/	-0.1	2.1&6.5	-0.1
23	-0.3	1.7	6.7	-9.9
24	1.2	-0.6	3.0	-6.9
25	2.7	-0.2	5.5	-6.5
26	3.5	1.8	4.2	-5.6
27	-6.8	3.2	43.1*	0.5
28	-0.1	-1.2	5.0	-4.5
29	13.0	/	4.8	/
30	-0.2	2.5	4.1	-6.5

The list continues:
#	Structure	Hck-Nef inh	Runt-SMMHC FRET	EP2 mod	TNF death inh	PERK inhibitor
31	C(=C\c1ccco1)/C1=NN(c2ccccc2)C(c2ccco2)C1 (stereo unspecified)	27.4	-232.0	29.3	0.2	0.0
32	CCN(Cc1ccccc1)C(c1ccc(Cl)cc1)c1nnnn1C(C)(C)C (stereo unspecified)	0.3	-1.9	30.9	-4.3	2.2
33	COc1ccc(C(=O)NCCN2CCOCC2)cc1OC	6.3	3.3	-3.2	-0.4	1.0
34	COCc1cc(Sc2cccc(Cl)c2Cl)nc(-c2ccccc2)n1	-0.9	1.4	16.3	-4.2	0.0
35	COc1cc2c(cc1OC)C(c1cc(OC)c(OC)c(OC)c1)NCC2 (stereo unspecified)	0.3	-0.3	10.8	0.2	-1.5
36	O=C(Nc1cc(Cl)ccc1Oc1ccccc1)c1cnccn1	2.7	-4.5	24.8	0.5	2.0
37	O=C(O)c1ccccc1Sc1c([N+](=O)[O-])cc(C(F)(F)F)cc1[N+](=O)[O-]	19.0	1.5	30.3	-4.8	0.6
38	Cc1cccc(OS(=O)(=O)NC(=O)OCC2CCCN3CCCCC23)c1 (stereo unspecified)	-15.2	1.9	14.1	-0.3	1.7
39	CN(C)S(=O)(=O)Oc1ccc(Cl)cc1C(=O)Nc1cccc(C(F)(F)F)c1	2.1	2.7	27.8	2.1	1.5
40	N#Cc1nnn(-c2ccc(Cl)cc2)c1N	16.4&22.2	-0.4&-2.7	1.1&19.7	0.8&0.1	0.3&1.6

#	Runt-CBFb FRET	zVAD death inh	PGE2 EP2 inh	RBBP9 inhibitor
31	4.3	2.2	11.1	-1.4
32	-2.5	-0.2	3.4	-9.2
33	-0.9	-0.4	16.0	-3.1
34	-1.2	0.2	11.2	-4.2
35	1.3	-0.2	6.7	-12.7
36	0.1	-0.1	16.4	1.8
37	0.7	-0.9	-0.4	-5.2
38	/	-1.1	6.6	-12.1
39	-3.1	0.2	12.9	-2.9
40	0.2&0.6	0.2&2.6	8.1&7.2	1.7&-2.2

(cont.)
#	Structure	Hck-Nef inh	Runt-SMMHC FRET	EP2 mod	TNF death inh	PERK inhibitor
41	COc1ccc(OC)c(NC(=O)C2CCN(c3nc(C)cc(C)n3)CC2)c1	0.9	-0.6	10.0	-0.8	0.5
42	O=C(Nc1ccccc1)c1ccc(S(=O)(=O)NCC2CCCO2)cc1 (stereo unspecified)	-1.3	-2.2	15.3	2.8	-1.2
43	Cn1c(SCc2cnc(-c3ccccc3)s2)nnc1C1COc2ccccc2O1 (stereo unspecified)	3.2	1.8	-34.0	-3.5	1.2
44	COc1ccc(NC2=C(NCCO)C(=O)c3ccccc3C2=O)cc1	3.8	-37.6	-7.9	-11.1	0.5
45	COc1ccc(Nc2ncnc3c2cnn3Cc2ccc(C)cc2)cc1	-1.0	1.8	15.5	-1.5	-0.5
46	Cc1cc(C)n(CC(=O)N2CCCC(C(=O)c3cccc(OC(C)C)c3)C2)n1 (stereo unspecified)	5.4	1.9	-3.9	0.0	1.4
47	COC(=O)C1=C(C)NC(C)=C(C(=O)OC)C1C(=O)OC1CCCCC1=O (stereo unspecified)	1.9	7.1	-68.5	-1.0	-1.1
48	Cn1c(=O)[nH]c2cc3ccccc3cc21	-0.8	0.4	-13.1	-3.6	1.5
49	CC(=O)Oc1ccc2oc(C)c(C(=O)N3CCOCC3)c2c1	-2.4	2.5	14.3	-1.8	0.0
50	CCNc1nc(NCC)n2c(SCC(=O)c3ccc(C(C)C)cc3)nnc2n1	1.5	-1.7	12.8	-4.5	0.8

#	Runt-CBFb FRET	zVAD death inh	PGE2 EP2 inh	RBBP9 inhibitor
41	-1.9	0.6	5.7	-11.1
42	-2.0	2.8	2.7	-3.4
43	1.7	0.1	12.8	-5.0
44	0.8	0.3	14.5	3.0
45	-0.8	0.2	25.7	-2.2
46	-0.3	-1.0	5.1	4.6
47	2.0	0.3	8.8	-11.5
48	0.2	0.5	1.0	-5.8
49	1.3	-0.4	6.7	-6.2
50	-5.1	0.2	6.2	-6.7

Screening data deposited in PubChem by several laboratories.
